# GalR3 antag – antagonists of human GalR3 | AID 651719 | hit rate 0.44% among 360,000 | inhibition, % at 3 µM | HEK293 GalR3-CNG cAMP membrane potential fluorescence; galR3 body fused to GalR1 C-terminus;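 active means inhibition above the screen-wide average plus 3 SD, cut at about 13% in these data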;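 further: forskolin and galanin both at EC90 stimulate the cells; cAMP rise reported by CNG channel membrane potential dye signal; 0% = forskolin plus galanin with DMSO and 100% = forskolin alone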
# Target sequence (O60755 1-299 limits assumed): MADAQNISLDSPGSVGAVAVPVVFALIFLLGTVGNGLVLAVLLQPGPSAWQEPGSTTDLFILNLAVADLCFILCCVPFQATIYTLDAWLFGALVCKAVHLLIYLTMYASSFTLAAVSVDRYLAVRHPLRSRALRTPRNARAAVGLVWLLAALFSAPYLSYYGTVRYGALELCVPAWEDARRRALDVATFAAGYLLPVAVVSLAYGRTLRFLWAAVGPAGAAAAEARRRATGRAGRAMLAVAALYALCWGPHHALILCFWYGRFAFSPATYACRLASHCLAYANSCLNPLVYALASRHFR
# PHOSPHO1 inh – blocks human PHOSPHO1 phosphatase activity | hit rate 1.1% among 290,000 | AID 1565 | inhibition, % at 13.3 µM | Q8TCT1 | recombinant PHOSPHO1, absorbance phosphatase assay; in the data active means inhibition above about 60%
# Target sequence (Q8TCT1 whole entry, looked up): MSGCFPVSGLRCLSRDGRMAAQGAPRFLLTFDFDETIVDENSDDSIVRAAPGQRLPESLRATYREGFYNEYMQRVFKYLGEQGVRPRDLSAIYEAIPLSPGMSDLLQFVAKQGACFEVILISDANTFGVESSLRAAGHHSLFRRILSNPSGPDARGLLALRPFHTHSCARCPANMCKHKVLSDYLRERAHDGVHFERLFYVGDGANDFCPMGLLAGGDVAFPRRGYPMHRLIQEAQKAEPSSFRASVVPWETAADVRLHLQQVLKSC
# V1aR counter – activates human V1a receptor in oxytocin agonist counter-screen | activation, % at 3 µM | P37288 | hit rate 0.25% among 320,000 | CHO-V1R cells, Fluo-8 calcium fluorescence, agonist mode; 0% DMSO, 100% 3 nM vasopressin;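 active means activation above the mean activation of all tested compounds plus 3 SD, per screening run, cut at about 20% in these data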;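 further: signal is peak over basal fluorescence ratio across a 100 second FLIPR read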
# GPR7 antagonist – blocks human GPR7 receptor signaling; P48145; GPR7-expressing cells, fluorescence antagonist assay; inhibition, % at 4.4 µM; hit rate 1.1% among 290,000; in the data active means inhibition above about 16%, passing the limit was not always enough;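 further: cells stimulated with the agonist NPW; 0% = agonist with vehicle and 100% = vehicle without agonist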
# MEKK2mut PB1 HTS – signal of MEK5 binding to mutant human MEKK2 PB1 domain; bead flow cytometry, Alexa488-MEK5 binding to MEKK2 mutant; AID 1530; percent response, % at 10 µM; hit rate 0.35% among 290,000; in the data active means percent response above about 24%, passing the limit was not always enough; further: inactives centre near 1; some results filed as inactive read as strong as hits; reference of the scale not given here
# NALP1 yeast inh – blocks the NALP1 inflammasome reconstituted in yeast | S. cerevisiae NALP1/ASC/caspase-1 growth, X-gal OD620, 72 h | inhibition, % at 10 µM | hit rate 0.61% among 280,000; in the data active means inhibition mostly above about 24%, no sharp cut-off; inactive means mostly below about 32%; further: some compounds called inactive have numbers as strong as hits
# MEKK2 WT-MEK5 – raises or lowers MEK5 binding to wildtype human MEKK2 PB1 domain. bead flow cytometry, Alexa488-MEK5 binding to MEKK2 WT; actives lie on both sides. binding response (% of control), % at 10 µM. AID 1531. hit rate 1.1% among 290,000; in the data active means binding response below about 67% or above about 130%
# OXTR ag – activates the human oxytocin receptor. CHO-OTR cells, Fluo-8 calcium fluorescence; normalized: DMSO 0%, oxytocin 100%. activation, % at 3 µM. hit rate 0.32% among 320,000;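 active means activation above the mean of all tested compounds plus 3 SD, cutoff set per screening run, cut at about 20% in these data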;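 further: peak over basal fluorescence ratio from a 100 s FLIPR kinetic read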
# Target sequence (P30559 whole entry, looked up): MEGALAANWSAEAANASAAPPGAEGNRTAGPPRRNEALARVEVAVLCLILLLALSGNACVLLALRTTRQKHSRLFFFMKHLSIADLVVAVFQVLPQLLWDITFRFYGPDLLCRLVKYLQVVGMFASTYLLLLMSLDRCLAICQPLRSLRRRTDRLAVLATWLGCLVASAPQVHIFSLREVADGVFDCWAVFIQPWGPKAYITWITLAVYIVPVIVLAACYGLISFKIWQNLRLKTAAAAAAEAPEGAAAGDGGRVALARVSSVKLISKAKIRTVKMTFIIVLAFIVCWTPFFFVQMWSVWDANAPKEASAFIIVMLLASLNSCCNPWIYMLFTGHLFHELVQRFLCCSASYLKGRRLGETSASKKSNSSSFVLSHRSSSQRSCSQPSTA
# MEKK3 PB1 HTS – MEKK3-MEK5 PB1 interaction, increase or decrease; Q99759; bead-based flow cytometry, Alexa488-MEK5 binding to MEKK3; actives lie on both sides; 0 = blocked by unlabeled MEK5, 100 = vehicle; binding response (% of control), % at 10 µM; hit rate 1.4% among 290,000; AID 1529;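 active means binding response more than 3 SD above or below the average of its plate-row segment, actives on both sides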;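 further: Alexa488 bead fluorescence after subtracting the streptavidin-only scavenger bead signal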
# * marks the source's active call; other numbers are inactive results; x = no result given; & = joins results of further samples.
1: CCN(CC)CCOc1ccc(/C(=C(/Cl)c2ccccc2)c2ccccc2)cc1
2: CCOc1ccccc1CNS(=O)(=O)c1ccc(-c2cnc(C3CC3)o2)cc1
3: Nc1cccc(C(=O)Nc2ccc(N)cc2Cl)c1
4: COc1cccc(Nc2nc(-c3sc(C)nc3C)cs2)c1
5: Cc1ccc(C(=O)C2=C(O)C(=O)N(c3ncccn3)C2c2ccc(F)cc2)o1 (configuration not stated)
6: CCOc1ccc(NC(=S)NN(C)C(=S)Nc2ccc(OCC)cc2)cc1
7: C#CCOCCOCCOCCNc1nc(N2CCN(C(=O)C(Cc3ccc(O)cc3)n3cc(C(N)CC(C)C)nn3)CC2)nc(N2CCN(C(=O)C(Cc3ccc(O)cc3)n3cc(C(N)C(C)CC)nn3)CC2)n1 (configuration not stated)
8: COc1cccc(/C=C2\Oc3cc(OCC(=O)N4CCCCC4)ccc3C2=O)c1OC
assay / compound	1	2	3	4	5	6	7	8
GalR3 antag	x	12	0	-10	2	-1	-3	-1
PHOSPHO1 inh	25&20	32	-16	-8	-7	-18	18	4
V1aR counter	3.3&0.8	8.0	0.4	-0.9	0.6	-0.5	0.1	4.7
GPR7 antagonist	26&-7	1	8	16	-9	4	18	-14
MEKK2mut PB1 HTS	26*	1	-7	-2	3	-1	32*	0
NALP1 yeast inh	36&24	-23	16	13	9	19	18	12
MEKK2 WT-MEK5	179*	99	93	103	100	96	147*	97
OXTR ag	2.4&4.2	5.5	-0.2	-1.3	0.8	-1.7	-1.0	2.7
MEKK3 PB1 HTS	108&111	101	93	102	103	97	110	97

9: Oc1ccc(-c2nnc(SCc3ccccc3)o2)cc1
10: CCc1nnc(NS(=O)(=O)c2ccc(NC(=S)NC(=O)/C=C/c3ccc(C(C)C)cc3)cc2)s1
11: Cc1ccc(C(NC(=O)c2ccccc2S(C)(=O)=O)c2ccccc2)cc1 (configuration not stated)
12: N#C/C(=C\c1ccccc1)C(=O)Nc1nncs1
13: CCOC(=O)/C(=N\Nc1ncnc2ccccc12)c1ccc(OC)cc1
14: O=C1CC(c2cccc(Br)c2)c2cc3c(cc2N1)CCC3 (configuration not stated)
15: O=c1cc(-c2ccccc2)nc(SCc2ccc(F)cc2)[nH]1
16: COc1ccc(CN2CCNC(=O)C2CC(=O)NCCSc2nccn2C)c(OC)c1 (configuration not stated)
assay / compound	9	10	11	12	13	14	15	16
GalR3 antag	-8	x	-11	16*	-7	-9	-3	-1
PHOSPHO1 inh	14	0	35	-54	27	43	-7	33
V1aR counter	1.1	0.2	3.3	1.0	3.0	-0.6	1.2	-0.4
GPR7 antagonist	-14	-16	6	-2	-8	2	3	7
MEKK2mut PB1 HTS	2	2	1	1	0	x	2	-7
NALP1 yeast inh	4	14	-1	-6	-2	20	33	14
MEKK2 WT-MEK5	102	95	97	97	99	x	103	90
OXTR ag	0.8	-1.1	1.6	0.3	2.6	-1.9	-1.4	1.5
MEKK3 PB1 HTS	100	103	101	98	102	x	99	104

17: O=S(=O)(Nc1ccon1)c1ccc(F)c(F)c1
18: CC(=O)C(CC(=O)N1CCCc2ccccc21)C(=O)Nc1ccc(F)cc1 (configuration not stated)
19: Cn1cc(S(=O)(=O)N2CCCC2)cc1C(=O)NCc1ccc(F)cc1
20: CCOC(=O)c1cc2sc(C)cc2n1CC(=O)N1CCc2ccccc21
21: O=C(/C=C/c1ccccc1)NCCSCc1ccccc1Cl
22: Cc1cccc(C(=O)Nc2c(C(=O)N3CCN(C)CC3)cnn2-c2ccccc2)c1
23: COc1cc(/C=N/NC(=O)COc2ccc(C)cc2)ccc1OC(=O)c1cccs1
24: CONC(=O)C1CCN(C(=O)OCc2ccccc2)CC1
assay / compound	17	18	19	20	21	22	23	24
GalR3 antag	2	-1	x	-2	-5	-2	0	-6
PHOSPHO1 inh	56	19	33	2	-7	15	-18	-10
V1aR counter	0.9	1.3	1.8	0.1	-1.4	-0.5	2.4	-0.1
GPR7 antagonist	-13	-3	14	-6	-12	-6	-10	-6
MEKK2mut PB1 HTS	12	1	2	-11	20	4	8	7
NALP1 yeast inh	4	15	25	-3	30	9	8	30
MEKK2 WT-MEK5	113	102	105	89	113	102	92	101
OXTR ag	0.1	0.8	0.1	-0.7	-2.3	-0.2	-1.3	-1.2
MEKK3 PB1 HTS	105	95	103	88	105	106	104	101

25: Cc1cc(-c2cccs2)c2c(N)c(C(=O)c3ccc4c(c3)OCO4)sc2n1
26: CC1CN(C(=O)Nc2ccc(F)cc2)C2(CCCCCC2)O1 (configuration not stated)
27: CCCCOC(=O)CSc1nc2c(cc1C#N)C(=O)CC(C)(C)C2
28: OCC1(O)OC[C@@H](O)[C@H]1O (some centres not stated)
29: COc1ccccc1CCN=C(N)NS(=O)(=O)c1ccc(C)c(C)c1
30: O=C(Nc1ccc(C(=O)N2CCCC2)cc1)c1ccccc1[N+](=O)[O-]
31: Cn1cccc1Cc1nnc(SCC(=O)Nc2ccc3c(c2)OCO3)n1-c1ccc(F)cc1
32: Cc1ccc(S(=O)(=O)/N=C(\N)Nc2nc(C)c3cc(C)c(C)cc3n2)cc1
assay / compound	25	26	27	28	29	30	31	32
GalR3 antag	3	-5	-7	8	-1	3	-2	-6
PHOSPHO1 inh	-60	-32	17	-1	43	29	-6	28
V1aR counter	1.1	0.0	-0.8	0.3	-0.2	-0.2	1.3	-0.1
GPR7 antagonist	-5	-18	-11	x	-13	-2	1	30*
MEKK2mut PB1 HTS	-1	-2	5	3	-3	-2	2	3
NALP1 yeast inh	8	7	36	11	-1	16	22	40
MEKK2 WT-MEK5	75	95	105	93	98	100	104	97
OXTR ag	2.1	-1.3	-2.1	0.1	-1.3	-0.6	-0.3	-1.2
MEKK3 PB1 HTS	95	101	100	97	97	100	104	102

33: O=C(NC1CC1)C1CC(=O)N(C2CCCCC2)C1 (configuration not stated)
34: Cc1ccccc1N=CC=C1OC(C)(C)C(C)(C)O1
35: Cc1cc(=O)oc2cc(O[C@@H]3O[C@H](CO)[C@@H](O)[C@H](O)[C@H]3O)ccc12
36: CCOC(=O)C1(CC2CCCCO2)CCN(C(=O)Nc2ccccc2SC)CC1 (configuration not stated)
37: Cc1cnc(NC(=O)CCNC(=O)c2ccccc2Cl)s1
38: CCN(CC)c1ccc(CNC(=O)C/C(C)=N/NC(=O)COc2ccc(C)cc2Br)cc1
39: Cc1occc1C(=O)NNC(=S)NCC(C)C
40: CCCCOC(=O)N1CCOCCOCCN(C(=O)OCCCC)CCOCCOCC1
assay / compound	33	34	35	36	37	38	39	40
GalR3 antag	-5	-2	-10	-2	-3	-6	-4	-1
PHOSPHO1 inh	36	-5	42	18	-7	-18	40	14
V1aR counter	0.2	-0.2	0.9	0.9	1.6	2.5	0.4	0.1
GPR7 antagonist	-12	-2	-13	-9	9	-5	-6	-8
MEKK2mut PB1 HTS	3	1	9	-2	-6	1	2	-4
NALP1 yeast inh	6	19	-1	0	13	9	-19	-8
MEKK2 WT-MEK5	100	84	101	95	94	97	105	88
OXTR ag	0.1	-0.3	0.3	-0.9	-0.2	-0.8	0.2	-1.3
MEKK3 PB1 HTS	98	80	99	100	93	100	101	84

41: COc1ccccc1/C=C/C(=O)NCc1ccccn1
42: O=C(NNC(=O)C1CCCN(c2ncccn2)C1)c1ccncc1 (configuration not stated)
43: Nc1ccc(C#Cc2ccc3c(=O)c4ccccc4oc3c2)cc1
44: CCOC(=O)c1sc(NC(=O)CSc2nccc(C)n2)c(C#N)c1C
45: CCn1c(SCC(=O)Nc2ncc(C(F)(F)F)cc2Cl)nnc1-c1cccc(C)c1
46: CC(Cc1cccs1)NC(=O)c1cccc(Cl)c1 (configuration not stated)
47: Cc1cc2ccccn2c1C(=O)Nc1ccc(Cl)cc1
48: O=S(=O)(Nc1ncn[nH]1)c1ccc2ccccc2c1
assay / compound	41	42	43	44	45	46	47	48
GalR3 antag	-6	-5	-6	-1	0	-5	2	-4
PHOSPHO1 inh	42	-21	-2	2	-4	23	4	18
V1aR counter	0.1	0.3	0.6	0.4	1.4	0.9	-1.4	0.5
GPR7 antagonist	5	1	-6	-1	-13	-3	-10	4
MEKK2mut PB1 HTS	-8	-7	4	x	6	3	-1	0
NALP1 yeast inh	9	7	11	10	7	7	-4	21
MEKK2 WT-MEK5	80	103	101	x	96	106	99	99
OXTR ag	-0.6	-0.4	-0.3	0.9	-2.0	-1.1	-2.7	-0.4
MEKK3 PB1 HTS	66	107	102	x	105	106	98	99

49: O=C(O)C1Sc2[nH]c(=O)sc2C2c3cc(Cl)ccc3OC(=O)C12 (configuration not stated)
50: CCC(=O)Nc1ccc(-c2cc(-c3ccccc3)nc(-c3ccc(NC(=O)CC)cc3)n2)cc1
51: O=C1Nc2ccccc2C1C(C[N+](=O)[O-])c1ccccn1 (configuration not stated)
52: COc1ccc(CNC(=O)C2CCC(CNc3c(N4CCCCC4)c(=O)c3=O)CC2)cc1 (configuration not stated)
53: Cc1ccc(C)c(N(CC(=O)N2CCCCCC2)S(C)(=O)=O)c1
54: O=C(NCCN1CCOCC1)c1nn2c(c1Cl)NC(c1ccccc1)CC2C(F)(F)F (configuration not stated)
55: COc1cc(CC(=O)Nc2ccccc2N2CCOCC2)cc(OC)c1OC
56: COc1ccc(N=C2S/C(=C\c3cc(C)n(C)c3C)C(=O)N2CC(C)C)cc1
57: COc1ccc(C2=NS(=O)(=O)N(C)C(C(=O)N3CCc4ccccc4C3)=C2)cc1OC
assay / compound	49	50	51	52	53	54	55	56	57
GalR3 antag	-2	-5	-8	1	-10	-5	-2	-1	3
PHOSPHO1 inh	89*	16	23	27	25	-22	-2	4	-9
V1aR counter	1.1	0.4	0.3	0.0	0.1	0.1	0.3	-0.5	4.5
GPR7 antagonist	8	-2	-4	5	6	8	1	11	2
MEKK2mut PB1 HTS	-5	0	0	-7	2	-8	-1	x	0
NALP1 yeast inh	-2	-2	6	x	2	8	-6	8	25
MEKK2 WT-MEK5	93	95	102	93	98	89	99	x	104
OXTR ag	1.7	-0.2	2.4	0.8	1.5	0.6	-0.3	0.1	7.8
MEKK3 PB1 HTS	98	97	102	94	102	87	110	x	102

# Shown with two lines to a compound: part of the list above.
# Each structure is followed by: GalR3 antag	PHOSPHO1 inh	V1aR counter	GPR7 antagonist	MEKK2mut PB1 HTS	NALP1 yeast inh	MEKK2 WT-MEK5	OXTR ag	MEKK3 PB1 HTS
46: CC(Cc1cccs1)NC(=O)c1cccc(Cl)c1 (configuration not stated)
    -5	23	0.9	-3	3	7	106	-1.1	106
47: Cc1cc2ccccn2c1C(=O)Nc1ccc(Cl)cc1
    2	4	-1.4	-10	-1	-4	99	-2.7	98
48: O=S(=O)(Nc1ncn[nH]1)c1ccc2ccccc2c1
    -4	18	0.5	4	0	21	99	-0.4	99
49: O=C(O)C1Sc2[nH]c(=O)sc2C2c3cc(Cl)ccc3OC(=O)C12 (configuration not stated)
    -2	89*	1.1	8	-5	-2	93	1.7	98
50: CCC(=O)Nc1ccc(-c2cc(-c3ccccc3)nc(-c3ccc(NC(=O)CC)cc3)n2)cc1
    -5	16	0.4	-2	0	-2	95	-0.2	97
51: O=C1Nc2ccccc2C1C(C[N+](=O)[O-])c1ccccn1 (configuration not stated)
    -8	23	0.3	-4	0	6	102	2.4	102
52: COc1ccc(CNC(=O)C2CCC(CNc3c(N4CCCCC4)c(=O)c3=O)CC2)cc1 (configuration not stated)
    1	27	0.0	5	-7	x	93	0.8	94
53: Cc1ccc(C)c(N(CC(=O)N2CCCCCC2)S(C)(=O)=O)c1
    -10	25	0.1	6	2	2	98	1.5	102
54: O=C(NCCN1CCOCC1)c1nn2c(c1Cl)NC(c1ccccc1)CC2C(F)(F)F (configuration not stated)
    -5	-22	0.1	8	-8	8	89	0.6	87

# Source: PubChem BioAssay (several laboratories)
